High-throughput results (PubChem)
ELG1 repair inh – qHTS screen for small molecules that inhibit ELG1-dependent DNA repair in human embryonic kidney (HEK293T) cells expressing luciferase-tagged ELG1 | HEK293T ELG1-luciferase reporter, luminescence, 16 h; DNA damage induced by 5-fluorouridine | Potency, µM (series often up to 46.1 µM), without a hit: at the highest dose activity change, negative = inhibition, most hits filed as inhibitors | 330,000 compounds, 2.3% hits | AID 504467, 2011; also: potency is read from the fitted curve at half-maximal effect; % is scaled to controls: 0 for no effect and ±100 for the full control effect; nearly all actives have a fitted effect of over 55% in size
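Step one: seed 2,000 cells per well. Step two: pin-transfer compound or DMSO alongside 5-fluorouridine. Step three: incubate 16 hr, 37 °C, 5% CO2. Step four: add ONE-Glo, wait 30 min, read luminescence.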
USP2a inh – qHTS Assay for Inhibitors of Ubiquitin-specific Protease USP2a Using CHOP2 as the Reporter; Ubiquitin carboxyl-terminal hydrolase 2 (Homo sapiens), O75604; USP2 core, Ub-CHOP2 coupled fluorogenic reporter, 485/531; Potency, µM (top dose mostly 38.3 µM), without a hit: top-dose activity change, negative = inhibition, most hits filed as inhibitors; 330,000 compounds, 0.01% hits; AID 463254, 2010;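 also: potency is read from the fitted curve at half-maximal effect; plate controls were DMSO wells for no effect and full inhibition by NEM control for full effect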
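USP2 core (10nM final) preincubated 30min RT with compound in 20mM Tris-HCl pH 8.0, 2mM CaCl2, 2mM beta-mercaptoethanol, 0.05% CHAPS; 25nM Ub-CHOP2 plus 25nM reporter substrate added, fluorescence (Ex485/Em531) read after 60min.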
uPA generation – qHTS for Inhibitors of Cell Surface uPA Generation | 330,000 compounds, 0.31% hits | AID 540303, 2011 | cell surface uPA generation assay, qHTS | Potency, µM (top dose mostly 38.3 µM), without a hit: at the top dose activity change, negative = inhibition, usual class: inhibitors; active = well fitted inhibition curve with a large enough effect; inconclusive = small, poorly fitted or top-dose-only effect; inactive = no such curve, though single readings can be large or run the other way; tested in mouse RAW 264.7 cells; also: potency is read from the fitted curve at half-maximal effect; % is scaled to controls: 0 for no effect and ±100 for the full control effect; nearly all actives have a fitted effect of over 55% in size
Tb PFK inh – qHTS Assay to Find Inhibitors of T. brucei phosphofructokinase; ATP-dependent 6-phosphofructokinase (Trypanosoma brucei brucei), O15648; T. brucei PFK, ADP-Glo luminescence; Potency, µM (titrated, usually from 57.5 µM), for the others: at the top dose activity, negative = inhibition, hits mostly inhibitors; 330,000 compounds, 0.17% hits; AID 485367, 2010;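 also: potency is read from the fitted curve at half-maximal effect; 0% = uninhibited 1x PFK enzyme wells and -100% = no-enzyme wells; nearly all actives have a fitted effect of over 60% in size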
Target sequence (O15648 whole entry, looked up): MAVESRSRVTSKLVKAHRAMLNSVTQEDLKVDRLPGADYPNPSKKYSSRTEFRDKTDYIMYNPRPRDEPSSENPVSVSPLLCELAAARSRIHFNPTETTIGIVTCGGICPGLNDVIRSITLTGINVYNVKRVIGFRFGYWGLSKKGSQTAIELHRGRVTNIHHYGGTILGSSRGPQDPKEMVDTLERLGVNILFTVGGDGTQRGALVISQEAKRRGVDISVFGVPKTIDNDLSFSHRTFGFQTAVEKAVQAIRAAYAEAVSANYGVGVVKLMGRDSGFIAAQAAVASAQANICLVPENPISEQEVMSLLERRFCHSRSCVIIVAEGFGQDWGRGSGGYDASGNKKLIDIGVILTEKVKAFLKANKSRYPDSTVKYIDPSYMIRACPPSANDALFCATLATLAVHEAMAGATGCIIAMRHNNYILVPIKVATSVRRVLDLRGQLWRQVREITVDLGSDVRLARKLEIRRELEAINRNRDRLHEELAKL
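PFK 1.25 nM, F6P 0.5 mM, ATP 0.1 mM, 0.1 M TEA pH 8.0, 5 mM MgCl2, 0.01% Tween20, 0.1% BSA; 45 min RT. ADP-Glo readout. qHTS titration up to 57 uM; curves fitted, compounds curve-classed.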
BCR signal inh – qHTS Assay to Find Inhibitors of Chronic Active B-Cell Receptor Signaling; AID 493014, 2011; Potency, µM (highest dose often 46.1 µM), without a hit: at the highest dose ratio change, negative = lower green/red ratio, hits mostly inhibitors; 340,000 compounds, 0.05% hits; ABC-DLBCL IkBa-CBG/CBR reporter, luminescence ratio, 4 h; active = well fitted inhibition curve with a large enough effect in the signal ratio, with a control signal flat, not every such curve was filed as active; inconclusive = small, poorly fitted or top-dose-only effect, or effect the other way, or a change in a side signal; the % refers to the signal ratio;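 also: potency is read from the fitted curve at half-maximal effect; plate controls were basal doxycycline-induced cells for no effect and cells given 10 µM MG132 for full effect; MG132 reads +100%, hits lower the ratio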
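TMD8 ABC-DLBCL cells carrying doxycycline-inducible green luciferase fused to IkappaBalpha plus unfused red luciferase were exposed to compounds (up to 46 uM) for 4 hrs at 37C. Activity came from the overlap-corrected green/red luminescence ratio.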
B2AR arrestin – qHTS assay of beta-arrestin-biased ligands of beta2-adrenergic receptor; Potency, µM (doses to about 46.1 µM), inactives show top-dose activation, usual class: activators; Beta-2 adrenergic receptor (Homo sapiens), P07550; beta-arrestin recruitment to beta2AR, cell-based reporter; AID 492947, 2010; 330,000 compounds, 0.02% hits;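 also: potency is read from the fitted curve at half-maximal effect; 0% = DMSO controls and full agonism = EC100 isoproterenol or metaproterenol; nearly all actives have a fitted effect of over 65% in size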
Target sequence (P07550 whole entry, looked up): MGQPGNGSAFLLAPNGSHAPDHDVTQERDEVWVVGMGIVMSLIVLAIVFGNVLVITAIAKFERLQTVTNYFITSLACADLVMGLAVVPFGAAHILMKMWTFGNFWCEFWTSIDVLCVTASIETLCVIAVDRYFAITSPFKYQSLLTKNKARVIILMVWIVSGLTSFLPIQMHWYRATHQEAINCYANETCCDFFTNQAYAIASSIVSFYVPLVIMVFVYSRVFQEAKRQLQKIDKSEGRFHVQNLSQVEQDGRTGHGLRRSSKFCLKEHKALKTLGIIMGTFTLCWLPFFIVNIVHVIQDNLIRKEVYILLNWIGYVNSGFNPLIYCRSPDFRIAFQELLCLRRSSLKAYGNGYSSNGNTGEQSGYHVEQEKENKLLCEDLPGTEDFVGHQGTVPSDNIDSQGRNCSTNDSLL
Mito fusion act – qHTS Assay for Small Molecule Inhibitors of Mitochondrial Division or Activators of Mitochondrial Fusion. Potency, µM (doses to about 46.1 µM), without a hit: at the highest dose growth rescue (activation), most hits filed as activators. S. cerevisiae fusion-defective mutant growth rescue, CellTiterGlo 48 h. 320,000 compounds, 0.23% hits. AID 485298, 2010;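 also: potency is read from the fitted curve at half-maximal effect; % of control where 0% means no effect; nearly all actives have a fitted effect of over 45% in size; temperature-sensitive fusion mutants such as fzo1-1 at 37 °C on non-fermentable ethanol glycerol medium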
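Yeast fusion mutant, YPEG (non-fermentable carbon), compound, 48 h at 37C non-permissive; CellTiterGlo added, 10 min RT, luminescence read. Rescued growth = division inhibition.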
TCR activator – Activators of T cell receptors: qHTS campaign. primary human leukocytes, anti-CD3, IL-2 HTRF, 48 h. Potency, µM (series often up to 9.22 µM), for the others: top-dose activation of IL-2 secretion, usual class: activators. 330,000 tested, under 10 active. AID 504894, 2011; also: % of control where 0% means no effect
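Human primary leukocytes + a-CD3 beads + cpd, 48 hr; IL-2 in supernatant by HTRF (ex 320nm / em 665nm). No co-stimulatory signal supplied.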
TSG101-PTAP inh – qHTS Assay for Iinhibitors of HIV-1 Budding by Blocking the Interaction of PTAP/TSG101; Fluorescence polarization, FITC-PTAP peptide / Tsg101 binding; Potency, µM (titrated, usually from 115 µM), without a hit: at the highest dose activity change, negative = inhibition, most hits filed as inhibitors; 340,000 tested, under 10 active; AID 493005, 2010; active = well fitted inhibition curve with a large enough effect in the main read-out, with a control signal flat, not every such curve was filed as active; inconclusive = small, poorly fitted or top-dose-only effect, or effect the other way, or a change in a side signal; inactive = no such curve, though single readings can be large or run the other way; also: potency is read from the fitted curve at half-maximal effect; % of control where 0% means no effect
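Fluorescence anisotropy tracks displacement of a FITC-tagged PTAP peptide (50 nM) from the Tsg101 binding domain (10 uM), following a 20 min room-temperature incubation at pH 7.5.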
TSHR antagonist – Antagonists of the Thyroid Stimulating Hormone Receptor: HTS campaign. Thyrotropin receptor (Homo sapiens), P16473. TSHR-expressing cells, TSH-stimulated cAMP HTRF, 2 h; stronger effect = lower value. activity change, negative = inhibition, % at 11.5 µM. 330,000 compounds, 0.2% hits. AID 504810, 2011;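 active = activity change below a set negative limit, meaning inhibition stronger than a set level, cut at about -70% in these data; inconclusive = activity change between two set negative limits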; also: % is scaled to controls: 0 for no effect and ±100 for the full control effect
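Antagonism was scored as loss of TSH-driven cAMP in TSHR cells, stimulated with 4nM TSH (EC80) for 2 hours at 37 deg C and detected by homogeneous HTRF competition immunoassay.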
Eya2 phos inh – qHTS Assay for Inhibitors of the Phosphatase Activity of Eya2. Potency, µM (titrated, usually from 76.9 µM), for the others: top-dose activity, negative = inhibition, usual class: inhibitors. Protein phosphatase EYA2 (Homo sapiens), O00167. recombinant Eya2, OMFP fluorescence dephosphorylation (OMFP is methylfluorescein phosphate). 330,000 compounds, 0.006% hits. AID 488837, 2010; also: potency is read from the fitted curve at half-maximal effect; % is scaled to controls: 0 for no effect and ±100 for the full control effect
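Eya2 protein (added as 0.2 uM solution) was preincubated with compound for 10 min at ambient temperature in 50 mM HEPES pH 7.5, 50 mM NaCl, 5 uM MgCl2, 0.05% BSA, 1 mM DTT. OMFP (added at 50 uM) then reacted 10 min; fluorescence read at 485/525 nm.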
Numbers without * were called inactive; ? = inconclusive; . = no result given; [ ] = dose if it differs, or a comment. Unless noted, calls follow the shape of the dose curve; as a rule, active = well fitted curve in the direction sought with a large enough effect; inconclusive = small, poorly fitted or top-dose-only effect, or another doubt; inactive = no such curve, though single readings can be large; an effect the other way counts as inactive or inconclusive.

SMILES	ELG1 repair inh	USP2a inh	uPA generation	Tb PFK inh	BCR signal inh	B2AR arrestin	Mito fusion act	TCR activator	TSG101-PTAP inh	TSHR antagonist	Eya2 phos inh
CCCc1ccc(-c2cc(C(=O)N/N=C/c3ccc([N+](=O)[O-])o3)c3ccccc3n2)cc1	?	2%	-16%	-3%	?	0.0%	26%	-1%	-2%	-1	19%
O=C(CC(c1ccc(F)cc1)c1ccco1)Nc1nccs1 (stereo unspecified)	-12%	-1%	9%	1%	26%	-0.1%	12%	10%	1%	-8	0%
CC(=O)c1ccc(NC(=O)Oc2ccccc2)cc1	12%	0%	0%	-3%	?	0.0%	4%	5%	-4%	3	27%
CC(C)Oc1ccc(C(=O)NC2CCSc3ccccc32)cc1 (stereo unspecified)	0%	1%	6%	0%	2%	0.1%	2%	-8%	0%	-26	-8%
O=C1N=c2ccccc2=C1c1sc(Nc2cccc(O)c2)nc1O	20%	-1%	?	-14%	?	0.7%	-2%	-1%	-4%	-8	1%
CCn1c(=O)c(C(=O)CN(C)CC(=O)Nc2ccccc2Br)c(N)n(Cc2ccccc2)c1=O	?	2%	17%	0%	12%	5.6%	4%	7%	-6%	-3	13%
O=C(COC(=O)c1ccccc1)Nc1cccc(S(=O)(=O)N2CCOCC2)c1	1%	1%	-2%	-2%	-1%	-1.3%	-1%	-1%	-1%	10	-2%
Cc1ccnc(NC(=O)CCC(=O)N(CC(=O)NC2CCCCC2)Cc2ccc3c(c2)OCO3)c1	1%	0%	.	-2%	-1%	0.0%	-3%	.	.	5	17%
CCOc1ccc(N(CC(=O)N2CCCC2)S(=O)(=O)c2ccc(Cl)cc2)cc1	-2%	-7%	3%	2%	0%	-0.3%	16%	3%	-9%	0	3%
Cc1cc(C(C)(C)C)n2nc(C)c(-c3ccccc3)c2n1	-7%	1%	1%	0%	?	-0.8%	2%	-2%	-2%	9	17%
C/C(=N\NC(=O)C(C)Sc1ccccc1)C(C)(C)C (stereo unspecified)	17%	2%	2%	-1%	-11%	4.8%	3%	-19%	-5%	4	2%
CN(C)C(=O)CSc1nnc([C@H](Cc2ccccc2)NC(=O)OC(C)(C)C)o1	11%	-2%	-3%	-5%	-14%	0.2%	-6%	3%	1%	1	-1%
CN(CCCC(=O)NCc1ccccc1)S(=O)(=O)c1ccc([N+](=O)[O-])cc1	-7%	2%	0%	2%	?	-0.7%	1%	-2%	-1%	-2	-7%
CN(C)C(=O)c1ccc(-n2cnc3ccccc3c2=O)cc1	?	3%	-5%	-1%	0%	0.5%	2%	0%	-16%	-2	-5%
COc1ccc(-c2[nH]ncc2/C=C(\C#N)C(=O)NC2CC2)cc1	18µM*	-6%	-5%	0%	?	-1.0%	-2%	8%	0%	13	0%
CC(C)(C)c1cc(N)n2nc(C(C)(C)C)cc2n1	12%	0%	-6%	-1%	?	-0.3%	10%	-2%	-3%	10	2%
CCc1nn2c(=O)cc(COc3ccc(/C=C4\C(=N)N5N=C(CC(C)C)SC5=NC4=O)cc3)nc2s1	-12%	3%	7%	-26%	0%	-0.8%	-19%	-2%	-9%	11	9%
Cc1cccc(N2CCN(C(=O)c3ccccn3)CC2C)c1 (stereo unspecified)	0%	2%	4%	-2%	6%	0.0%	-5%	1%	-1%	-5	-10%
COc1cc(/C=N/Nc2nc(N3CCCCC3)nc(N3CCCCC3)n2)ccc1OC(=O)c1ccco1	6%	-1%	.	-6%	0%	0.1%	-2%	.	.	-2	6%
CC(C)COc1ccc(/C(=N/O)c2ccccc2)cc1	?	-2%	10%	-4%	?	0.5%	10%	-2%	0%	-9	-2%
O=C(Nc1ccccc1C(=O)O)c1cc(S(=O)(=O)Nc2ccccc2)ccc1Cl	-16%	-2%	1%	2%	-3%	-1.4%	0%	6%	-3%	-13	11%
O=P(c1ccccc1)(c1ccccc1)N(c1ccccc1)c1ccccc1	-29%	1%	1%	-4%	4%	-0.2%	7%	2%[46.1 µM]	2%	-7	4%
Cc1[nH]c2ccccc2c1C(c1ccncc1)N1CCN(c2ccccn2)CC1 (stereo unspecified)	17%	-7%	-1%	-15%	?	0.4%	-2%	3%	-1%	4	6%
CN(C)CCNC(=O)C1CCN(S(=O)(=O)c2ccc3ccccc3c2)CC1	-3%	2%	-1%	-26%	2%	-0.2%	-3%	-1%	-2%	43	-4%
O=C(CCSc1nc(-c2ccco2)cc(C(F)(F)F)n1)NCCc1ccccc1	?	2%	4%	0%	?	-0.1%	4%	3%	1%	-9	-27%
COc1ccc(C(=O)NCC(=O)NCC(c2ccco2)N(C)C)cc1OC (stereo unspecified)	?	0%	0%	-10%	12%	0.4%	-3%	1%[46.1 µM]	-2%	21	-5%
CC1(C(=O)N2CCN(c3ccc([N+](=O)[O-])cc3)CC2)CC1(Cl)Cl (stereo unspecified)	?	1%	4%	3%	0%	-0.6%	10%	.	-4%	-16	2%
Cc1ccccc1N/N=C/c1ccc(C#N)cc1	?	3%	7%	0%	-1%	-0.6%	-2%	4%[46.1 µM]	-1%	1	-5%
CCCOc1ccc(-c2c(C(=O)N/N=C/c3ccc(C)cc3)nnn2-c2nonc2N)cc1	-20%	4%	-2%	1%	?	-0.2%	0%	7%	-2%	5	6%
Cc1ccc(CNC(=O)c2c(-c3ccccc3Cl)noc2C)cc1	-16%	-2%	-8%	-14%	11%	0.5%	6%	1%	-4%	0	-1%
Cn1c(=O)c2sccc2n2c(CCCC(=O)NCCc3ccccc3)nnc12	?	1%	3%	-8%	-1%	-0.1%	-1%	12%	-4%	2	11%
COC(=O)c1c(NC(=O)c2ccc(N(C)S(=O)(=O)c3ccc(C)cc3)cc2)sc2c1CCCC2	-13%	1%	1%	1%	4%	3.0%	-3%	1%[46.1 µM]	0%	15	-2%
NC(=O)c1ccccc1NS(=O)(=O)c1cccs1	0%	3%	6%	0%	1%	-1.0%	-1%	12%	-9%	-6	-1%
COc1cc2[nH]c3c(N4CCC(C(N)=O)CC4)ncnc3c2cc1OC	-2%	4%	.	2%	0%	-0.1%	-5%	.	.	6	4%
O=c1cc(C(F)(F)F)nc(-n2[nH]c3c(c2=O)CCCC3)[nH]1	-4%	?	0%	-19%	-9%	-1.0%	-1%	-5%	-2%	32	?
COc1ccc(/C=C/C2=CCN(Cc3ccc(OC)cc3)CC2)cc1	?	3%	-4%	0%	-3%	0.4%	11%	-3%	-5%	-7	2%
CCc1ccc2nc3nc(C)cc(C)c3c(N)c2c1	2%	-1%	-20%	-3%	?	3.3%	4%	-1%	-10%	-9	15%
O=C(COC(=O)c1cccnc1Cl)Nc1cccc(S(=O)(=O)N2CCOCC2)c1	-3%	2%	6%	-5%	-21%	-0.9%	.	0%[46.1 µM]	-2%	4	6%
Cc1ccnc(N2CCC(C(=O)Nc3ccc4c(c3)CCC4)CC2)n1	?	-1%	1%	2%	0%	0.2%	0%	-29%	-5%	-15	20%
CCCn1nnnc1NC(=O)c1ccc(C)cc1Cl	10%	2%	-16%	1%	3%	0.3%	5%	2%	-10%	2	3%
O=C(O)CCCn1ccc2cc(S(=O)(=O)N3CCCC3)ccc21	6%	3%	0%	3%	-11%	0.4%	1%	-9%	-3%	-7	-1%
CC(Oc1ccc(Cl)cc1Cl)c1nc(-c2ccc(NC(=O)c3ccco3)cc2)no1 (stereo unspecified)	?	1%	-6%	-2%	?	0.0%	7%	5%	0%	-22	-6%
COc1ccc(C(=O)COC(=O)CNC(=O)c2cc(OC)cc(OC)c2)cc1	7%	2%	4%	2%	-10%	-1.2%	-8%	-3%[46.1 µM]	0%	0	-1%
O=C(Nc1ccc(F)cc1)OCCN1CCN(Cc2ccccc2)CCC1=O	?	3%	2%	-7%	4%	-0.7%	5%	-12%	4%	0	-5%
